Source: PubChem BioAssay (several laboratories)
MEP2-GFP yeast: modulators of MEP2-GFP levels in yeast, primary screen, S. cerevisiae, multiplex flow cytometry, MLPCN library. GFP response vs DMSO, % at 10 µM. 0.51% of 330,000 active. S. cerevisiae MEP2-GFP strain, 3 h; 100% = DMSO control level;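 active = GFP response versus DMSO above a set limit, roughly screen mean plus 3 SD, cut at about 180% in these data; inconclusive = fewer than 70 cells counted for a yeast strain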;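 also: median GFP fluorescence of the barcode-gated MEP2-GFP cells per well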
procasp3 activ: activators of human procaspase-3 D3A mutant, primary screen, biochemical, absorbance, PC-3 D3A mutant, single concentration; Caspase-3 (Homo sapiens), P42574; activation, % at 8.5 µM; 0.11% of 330,000 active; recombinant procaspase-3 D3A, Ac-DEVD-pNA absorbance 405 nm;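 active = activation above the mean of all tested compounds plus 3 SD, cut at about 21% in these data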;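 also: 0% = DMSO alone and 100% = DMSO wells spiked with extra 5 µM PC-3 D3A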
Target sequence (P42574 whole entry D9A/D28A/D175A): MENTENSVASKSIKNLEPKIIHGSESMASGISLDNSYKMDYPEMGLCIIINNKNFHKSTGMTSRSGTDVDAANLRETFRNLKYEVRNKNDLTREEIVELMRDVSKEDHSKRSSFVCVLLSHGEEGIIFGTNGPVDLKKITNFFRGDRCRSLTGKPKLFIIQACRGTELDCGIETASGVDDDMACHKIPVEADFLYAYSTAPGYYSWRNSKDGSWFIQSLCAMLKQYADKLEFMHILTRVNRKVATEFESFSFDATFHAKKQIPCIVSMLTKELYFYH
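Assay system: Autoprocessing-dead procaspase-3 D3A mutant enzyme; also added: Ac-DEVD-pNA; doses: one concentration, 8.5 µM nominal, 0.8% DMSO; times: 1 h compound preincubation, 2 h substrate hydrolysis at 25 °C; technique: 405 nm absorbance of p-nitroaniline, reads at 0 and 120 min; measure: % activation between DMSO and enzyme-spiked controls; repeats: single replicate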
RPL19A-GFP yeast: RPL19A-GFP expression modulators in yeast, primary screen, cell-based, S. cerevisiae, multiplex flow cytometry, MLPCN; S. cerevisiae RPL19A-GFP strain, 3 h; active compounds read low; percent response vs DMSO, % at 10 µM; 0.3% of 330,000 active; AID 2025, 2009;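 active = percent response vs DMSO below 50%; inconclusive = fewer than 70 events counted for the yeast strain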;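 also: median channel GFP fluorescence of the barcoded RPL19A-GFP strain; ratio of sample median GFP to plate DMSO average so 100% = DMSO; lower means less RPL19A-GFP as with rapamycin TOR inhibition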
proCasp7 act: procaspase-7 activators, primary screen, counter-screen for procaspase-3 activator project, biochemical, absorbance, HTS, human. recombinant procaspase-7, Ac-DEVD-pNA absorbance 405 nm; D23A/D198A/D206A triple mutant, cannot self-cleave; scale: DMSO 0, 5 µM enzyme 100. activation, % at 8.5 µM. 0.093% of 330,000 active. Caspase-7 (Homo sapiens), P55210;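 active = percent activation above the screen-wide mean plus 3 SD, cut at about 25% in these data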
Target sequence (P55210 whole entry D23A/D198A/D206A): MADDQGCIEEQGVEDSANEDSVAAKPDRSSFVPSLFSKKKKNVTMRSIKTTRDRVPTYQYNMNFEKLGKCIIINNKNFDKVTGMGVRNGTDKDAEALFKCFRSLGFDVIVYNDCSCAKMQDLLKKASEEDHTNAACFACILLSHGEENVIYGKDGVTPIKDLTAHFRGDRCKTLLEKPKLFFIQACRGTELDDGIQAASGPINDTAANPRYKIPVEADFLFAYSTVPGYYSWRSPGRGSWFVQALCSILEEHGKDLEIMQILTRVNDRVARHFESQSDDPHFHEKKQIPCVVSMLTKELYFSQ
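Assay system: Uncleavable procaspase-7 mutant enzyme / Input: 2 µM procaspase-7 mutant as dispensed / Dosing: single nominal 8.5 µM compound dose, 0.8% DMSO final / Timing: 1 h enzyme–compound preincubation and 2 h substrate reaction, both 25 °C / Detection: p-Nitroaniline absorbance at 405 nm, read at 0 and 120 min / Replication: singlicate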
AHR act: AHR activators, primary screen, cell-based, luminescence, luciferase reporter, human. AHR-responsive luciferase reporter cells. 2.5% of 320,000 active. activation, % at 5 µM; in the data active = activation above about 47%;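 also: 0% = vehicle wells and 100% = reference agonist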
LAP4-GFP MLPCN: modulators of LAP4-GFP expression in yeast, primary screen, S. cerevisiae, multiplex flow cytometry, MLPCN library | 3 h; median GFP as percent of DMSO wells | GFP response vs DMSO, % at 10 µM | 0.34% of 320,000 active | AID 2023, 2009;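 active = GFP response vs DMSO above a set limit, about the screen mean plus 3 SD, cut at about 150% in these data; inconclusive = under 70 cell events counted for the yeast strain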
AGP1-GFP MLPCN: modulators of AGP1-GFP expression in yeast TOR pathway, primary screen, cell-based, multiplex flow cytometry, S. cerevisiae, MLPCN library | 3 h; GFP as percent of DMSO wells | GFP response vs DMSO, % at 10 µM | 0.02% of 320,000 active | AID 2066, 2009;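 active = GFP response relative to DMSO above a set limit, near screen average plus 3 SD, cut at about 150% in these data; inconclusive = fewer than 70 cells counted for the yeast strain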;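 also: median GFP channel fluorescence of the gated AGP1 strain per well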
CIT2 TOR yeast: modulators of CIT2-GFP expression in yeast, primary screen, S. cerevisiae, GFP fusion, multiplex flow cytometry, MLPCN library; S. cerevisiae CIT2-GFP strain, 3 h; 100 means same as DMSO wells; 0.065% of 320,000 active; GFP response vs DMSO, % at 10 µM;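 active = GFP response relative to DMSO above a set limit, near the screen mean plus 3 SD, cut at about 150% in these data; inconclusive = Fewer than 70 cells measured for a yeast strain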;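 also: ratio of well median GFP fluorescence to mean of DMSO wells on the plate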
Active calls of the source: *; ? = inconclusive; . = no result given; [ ] = remark or other dose. Random draw from the library; overall some 3.5% were active at least once.

SMILES	MEP2-GFP yeast	procasp3 activ	RPL19A-GFP yeast	proCasp7 act	AHR act	LAP4-GFP MLPCN	AGP1-GFP MLPCN	CIT2 TOR yeast
CCn1c(SCC(=O)Nc2sc(C)c(C)c2C#N)nnc1C(C)C	102	3	100	-3	8	98	97	96
CCC(=O)Nc1ccccc1C(=O)OC(c1ccccc1)c1ccccc1	96	-4	101	5	-2	90	98	103
Cc1cc(N(CN2CCCC2=O)C(=O)c2ccc(OC(C)C)cc2)no1	90	1	94	-7	3	95	92	89
CC(C)Oc1ccc(S(=O)(=O)N2CCOCC2)cc1NC(=O)CC1CCCC1	101	1	102	-4	0	96	106	97
Cc1ccc(S(=O)(=O)N2CCCCC2CCNC(=O)C(=O)NCC2CCCO2)cc1 (stereo not drawn)	104	0	102	5	0	102	105	103
O=C(N=Nc1c(O)[nH]c2ccccc12)c1cc(NS(=O)(=O)c2cccs2)cc(NS(=O)(=O)c2cccs2)c1	107	-4	105	-1	-1	110	108	107
Cc1ccnc(N2C(=O)c3ccccc3C2Nc2ccc3c(c2)OCCO3)c1 (stereo not drawn)	97	-9	99	-8	11	98	102	104
O=S(=O)(/N=C(/c1ccc(F)cc1)N1CCCCC1)c1ccc(Cl)cc1	104	2	100	-5	-1	106	108	110
CCOC(=O)CN1C(=O)C(=O)c2cc(C)ccc21	96	5	91	3	0	86	92	98
CN(Cc1ccccc1)C(=O)COC(=O)c1cc(-c2ccc(Cl)s2)nc2ccccc12	102	6	102	10	-2	105	102	101
CCCCN(C(=O)CSc1ncnc2sccc12)c1c(N)n(Cc2ccccc2)c(=O)[nH]c1=O	102	0	102	16	0	99	97	99
Cc1ccc(Cl)cc1NC(=O)CSc1nnc(C)n1-c1ccccc1	93	-3	98	8	6	94	99	.
Cc1cc(Cl)ccc1OC(C)C(=O)NCCc1ccc2c(c1)OCCO2 (stereo not drawn)	100	-3	103	4	1	96	100	101
C[n+]1ccn(CC(=O)c2ccc(Br)cc2)c1	108	-1	107	-8	2	101	100	98
CC(Oc1ccc(Br)cc1Cl)C(=O)Nc1ccncc1 (stereo not drawn)	113	0	108	6	1	90	108	114
O=C(Nc1cccc(Cl)c1)NC1CC2CCC(C1)N2Cc1cccs1 (stereo not drawn)	70	0	78	0	5	83	77	81
COc1ccc2c(C(=O)CN3CCN(c4ccccc4)CC3)c[nH]c2c1	104	13	97	10	8	95	103	104
CC/C(=N\NC(=O)CSCc1ccccc1Cl)c1ccc2c(c1)OCCO2	92	3	91	3	3	103	97	94
C=CCn1c(NC(=O)c2ccccc2Cl)c(C#N)c2nc3ccccc3nc21	99	-28	99	-15	12	98	102	89
CCN(CC)CCC(C)OC(=O)c1ccc(O)cc1O (stereo not drawn)	100	2	101	7	-2	98	101	100
O=C(/C=C/c1ccc([N+](=O)[O-])cc1)NCC1CCCO1 (stereo not drawn)	98	-3	95	3	6	96	93	93
Cc1nc(C)c(C)nc1C	94	2	98	0	0	103	87	83
O=c1[nH]c2ccc(S(=O)(=O)NCc3ccccc3)cc2[nH]1	97	-5	92	14	1	94	93	97
CC1CCC(NC(=O)C2CCC(CNS(=O)(=O)c3cccc4nsnc34)CC2)CC1 (stereo not drawn)	97	1	97	-2	1	96	101	100
Cn1c(=O)[nH]c(=O)c2c1nc1n2CCN1Cc1ccccc1	99	2	98	5	1	101	104	100
O=C(Nc1nc2c(Cl)c(Cl)ccc2s1)C1CC1	88[may fluoresce violet]	2	91[may fluoresce violet]	7	48*	?	?	?
NC(=O)c1nsc(C(=O)N(Cc2cccnc2)C(C(=O)NCc2ccc(F)cc2)c2ccc(O)cc2)c1N (stereo not drawn)	113	9	105	-6	1	100	106	112
Cc1c(N=Cc2ccncc2)c(=O)n(-c2ccccc2)n1C	89	7	94	-6	1	94	56	69
Cc1ccc(S(=O)(=O)N(CC(O)CN2CCCCC2)c2cccc([N+](=O)[O-])c2)cc1 (stereo not drawn)	102	-1	101	0	3	95	101	107
CC(C)(C)c1ccc(/C=N/NC(=O)C[n+]2ccccc2)cc1	100	-7	100	2	3	90	100	100
CCC(C)c1ccc(NC(=S)NC2CCN(Cc3ccccc3)CC2)cc1 (stereo not drawn)	101	2	100	1	1	106	98	97
CCOc1ccc(C(=O)Nc2ccc(S(=O)(=O)NCC3CCCO3)cc2)cc1OCC (stereo not drawn)	91	5	104	0	13	91	104	98
CS(=O)(=O)Nc1ccc(S(=O)(=O)N2CCCCCC2)cc1	100	6	104	-5	-2	83	94	99
Brc1ccc2c(c1)C(c1ccc(N3CCOCC3)cc1)=NNC(c1cccs1)=N2	100	-2	101	-4	3	88	94	104
CCCCn1c(N)c(N(CC(C)C)C(=O)c2cccc(S(=O)(=O)N(C)c3ccc(C)cc3)c2)c(=O)[nH]c1=O	100	0	94	6	-2	115	103	99
CCOc1ccccc1NC(=O)COC(=O)C(Cc1ccccc1)NC(=O)c1ccco1 (stereo not drawn)	105	0	96	3	2	102	99	98
O=C(Cc1ccc(Br)cc1)N1CCN(C(=O)c2ccco2)CC1	101	-2	95	6	-1	98	97	95
COc1ccc(S(=O)(=O)N2CCC(C(=O)Nc3ccc(S(=O)(=O)N4CCCC4)cc3)CC2)cc1OC	98	-6	89	-1	1	98	93	88
COc1cc(-c2noc(C)c2C(=O)NCc2ccc(C)o2)cc(OC)c1OC	88	-7	86	2	3	83	88	95
C=CCn1c(SCC(=O)c2ccc(CNC(C)=O)o2)nc2scc(C3CC3)c2c1=O	99	14	99	6	10	106	106	98

One compound at a time (already shown).
O=C(Nc1nc2c(Cl)c(Cl)ccc2s1)C1CC1 as listed: MEP2-GFP yeast = 88[may fluoresce violet]; procasp3 activ = 2; RPL19A-GFP yeast = 91[may fluoresce violet]; proCasp7 act = 7; AHR act = 48*; LAP4-GFP MLPCN = ?; AGP1-GFP MLPCN = ?; CIT2 TOR yeast = ?
C=CCn1c(SCC(=O)c2ccc(CNC(C)=O)o2)nc2scc(C3CC3)c2c1=O as listed: MEP2-GFP yeast = 99; procasp3 activ = 14; RPL19A-GFP yeast = 99; proCasp7 act = 6; AHR act = 10; LAP4-GFP MLPCN = 106; AGP1-GFP MLPCN = 106; CIT2 TOR yeast = 98

(cont.)
SMILES	MEP2-GFP yeast	procasp3 activ	RPL19A-GFP yeast	proCasp7 act	AHR act	LAP4-GFP MLPCN	AGP1-GFP MLPCN	CIT2 TOR yeast
CC1CN(CCCCOc2ccc3ccccc3c2)CC(C)O1 (stereo not drawn)	101	-3	99	-2	6	94	97	97
CCOC(=O)/C=C/[C@H]1CC(c2ccccc2)(c2ccccc2)CO1	95	-4	94	0	2	112	101	104
Cc1cc(N2CCC(N(C)C3CCCC3)CC2)nc2cc(O)ccc12	105	6	104	2	-1	99	106	100
COc1ccc(CC2(CO)CCN(Cc3cnc(-c4ccccc4C)nc3)CC2)cc1	104	-2	96	-5	1	103	99	99
Cc1ccc(C(=O)NCc2ccccn2)cc1NC1=NC2CS(=O)(=O)CC2S1 (stereo not drawn)	114[may fluoresce red]	0	?	8	0	115[may fluoresce red]	110[may fluoresce red]	129[may fluoresce red]
CCCSc1nc2c(cnn2-c2ccc(C)c(C)c2)c(=O)[nH]1	99	-1	103	2	1	108	111	99
Cc1c(OCC(=O)N(C)c2ccccc2)ccc2c3c(c(=O)oc12)CCC3	107	11	100	-5	5	97	100	102
O=C(c1ccco1)N1CCN(C(=O)c2cc(Cl)nc3ccccc23)CC1	103	2	108	2	16	107	113	107
CC1=CC(C)(C)[N+](C)(C)c2ccc(C)cc21	102	-2	98	0	-1	100	97	101
CCCCOC(=O)Nc1nnc(C(C)C)s1	100	4	96	-3	47	101	101	82
CC1=C(C(=O)OCc2ccccc2)C(c2ccccc2Cl)NC(=O)N1CCCC(=O)O (stereo not drawn)	100	8	95	4	0	94	96	102
Cc1[nH]c2ccccc2c1C(=O)C(=O)NCCCn1ccnc1	91	4	99	3	6	89	93	99
CC(C)[C@H](NC(=O)c1ccco1)C(=O)N(C)Cc1c(F)cccc1Cl	113	11	107	8	-2	104	107	102
CCC(CC)C(=O)Nc1cccc(C(=O)Nc2ccc(S(N)(=O)=O)cc2)c1	94	3	92	0	0	95	100	100
O=C(COC(=O)COc1ccc(Cl)cc1)NC1CCCC1	96	7	98	5	-1	100	100	111
CCOC(=O)c1[nH]c(C)c(C(=O)NCCN2CCOCC2)c1C	103	-1	97	1	5	96	100	90
CCC(=O)c1ccccc1OCCCN1C(=O)NC(C)(C)C1=O	110	-1	97	0	2	102	103	105
O=C(Nc1ccc2nc(SCc3ccc(Cl)cc3)sc2c1)c1ccccc1C(=O)N1CCOCC1	109	0	98	7	-1	102	111	98
COc1cc2cc(CN(CCc3cccc(C)c3)C(=S)NCCCN3CCOCC3)c(=O)[nH]c2cc1OC	98	4	93	-1	3	96	97	98
COc1ccc(N(CC(=O)Nc2cc(Cl)ccc2OC)C2=NC3CS(=O)(=O)CC3S2)cc1 (stereo not drawn)	94	10	101	-7	0	120	108	112
COC(=O)[C@@H]1CCCN1C(=O)CCc1nnc(C2CCCCC2)o1	99	-4	98	-2	1	96	106	105
Cc1cccc(Cl)c1NNC(=O)Nc1c([N+](=O)[O-])c(C)nn1C	107	-1	101	4	8	98	102	106
COc1ccc(NC(=O)NCCCN2CCCC2=O)cc1	101	1	99	-3	4	104	102	101
O=C(Nc1cc(F)cc(F)c1)c1ccc(NCCCN2CCCCCC2)c([N+](=O)[O-])c1	98	2	96	5	83*	94	95	94
COc1cc2c(cc1OC)C1Cc3ccc(OC)c(OC)c3CN1CC2 (stereo not drawn)	105	-3	93	4	6	96	101	102
CCc1nn(CC(=O)N2CCN(c3cc(C)ccc3C)CC2)c(=O)c2cc3occc3n12	95	-3	95	-2	4	93	96	105
CC(=O)c1ccc(NC(=O)C(C)OC(=O)C(C)Oc2cccc(C)c2)cc1 (stereo not drawn)	97	11	99	0	0	85	90	94
O=C(CSc1nncs1)N1c2ccccc2Sc2ccccc21	104	-4	100	6	-1	103	106	95
Cc1ccc(S(=O)(=O)NNC(=S)Nc2c(Cl)cccc2Cl)cc1	102	-10	105	-1	0	.	.	.
CCN(CC)C(=O)COc1ccc(/C=C(\C#N)S(=O)(=O)c2ccccc2)cc1OC	89	0	100	-5	-1	106	100	88
Cc1ccc(NC(=O)CC2Oc3ccc(C)cc3NC2=O)c(C)c1 (stereo not drawn)	102	0	103	-2	3	96	99	100
CC1(C)CC(N(Cc2ccco2)C(=O)Cc2ccccc2)CCO1 (stereo not drawn)	90	8	91	-2	0	84	88	89
CC(C)Oc1ccc(/C(O)=C2/C(=O)C(=O)N(CCCn3ccnc3)C2c2cccnc2)cc1 (stereo not drawn)	98	1	97	1	5	80	88	97
Cc1cc(C(=O)O)c(CSc2ncn[nH]2)o1	104	1	109	5	2	91	99	98
CCN(CC(=O)Nc1ccc2c(c1)OCCO2)C(=O)CCc1ccccc1Cl	105	2	106	0	0	107	111	90
